Source: PubChem BioAssay (National Center for Advancing Translational Sciences (NCATS))
p53 reactivation – re-activators of mutant p53 | Potency, µM (highest dose often 92.2 µM), for inactives: at the top dose activity change, positive = activation, most hits filed as activators | H1299 p53-A138V BP100-luciferase reporter, luminescence, 24 h | 0.063% of 320,000 active; note: potency is the fitted concentration of half-maximal effect; % of control where 0% means no effect; nearly all actives have a fitted effect of over 45% in size
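H1299 (p53-null), stable ts p53-A138V + BP100-Luc; 1000 cells/well, Opti-MEM/10% FBS; cpd 4 pt, 1:5; 24 h, 37 deg C, 5% CO2; detection reagent 10 min RT; luminescence.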
TCR act – T cell receptor activation; Potency, µM (top dose mostly 9.22 µM), for inactives: at the highest dose activation of IL-2 secretion, actives largely listed as activators; primary human leukocytes, anti-CD3, IL-2 HTRF, 48 h; 330,000 tested, under 10 active; AID 504894; note: % of control where 0% means no effect
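Primary human leukocytes receive a-CD3 beads and test compound and are incubated 48 hr. Secreted IL-2 is then assayed by HTRF, measuring 665nm acceptor emission after 320nm excitation of the europium donor.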
ELG1 DNA repair – blocks ELG1-dependent DNA repair in HEK293T cells. 2.3% of 330,000 active. AID 504467. HEK293T ELG1-luciferase reporter, luminescence, 16 h; DNA damage induced by 5-fluorouridine. Potency, µM (doses to about 46.1 µM), without a hit: at the highest dose activity change, negative = inhibition, actives largely listed as inhibitors; note: potency is the fitted concentration of half-maximal effect; % is set by controls: 0 for no effect and ±100 for the full control effect; nearly all actives have a fitted effect of over 55% in size
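DMSO vehicle served as the neutral condition. Each well held 2,000 cells given 5-fluorouridine plus compound; after 16 hr at 37 °C/5% CO2, ONE-Glo was added and luciferase measured 30 min later.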
TRPV1 agonist – activates the human vanilloid receptor TRPV1. Q8NER1. TRPV1-expressing cells, Fluo-8 calcium influx, agonist mode. activation, % at 8.33 µM. 0.19% of 320,000 active. AID 540275; in the data active = activation above about 80%; inconclusive = between about 30% and that limit; note: 0% is about no effect
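Fluo-8 calcium influx in TRPV1-expressing cells, kinetic read (ex 480/em 520 nm). Compound added and read 3 min for agonist activity, followed by capsaicin at EC20 final and 2 min further read for enhancement.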
PTAP TSG101 blk – blocks PTAP/TSG101 interaction to inhibit HIV-1 budding; Fluorescence polarization, FITC-PTAP peptide / Tsg101 binding; Potency, µM (series often up to 115 µM), inactives show at the highest dose activity change, negative = inhibition, most hits filed as inhibitors; 340,000 tested, under 10 active; active = well fitted inhibition curve with a large enough effect in the main read-out, with a control signal flat, not every such curve was filed as active; inconclusive = small, poorly fitted or top-dose-only effect, or effect the other way, or a change in a side signal; inactive = no such curve, though single readings can be large or run the other way; note: potency is the fitted concentration of half-maximal effect; % of control where 0% means no effect
Target sequence (Q99816 whole entry, looked up): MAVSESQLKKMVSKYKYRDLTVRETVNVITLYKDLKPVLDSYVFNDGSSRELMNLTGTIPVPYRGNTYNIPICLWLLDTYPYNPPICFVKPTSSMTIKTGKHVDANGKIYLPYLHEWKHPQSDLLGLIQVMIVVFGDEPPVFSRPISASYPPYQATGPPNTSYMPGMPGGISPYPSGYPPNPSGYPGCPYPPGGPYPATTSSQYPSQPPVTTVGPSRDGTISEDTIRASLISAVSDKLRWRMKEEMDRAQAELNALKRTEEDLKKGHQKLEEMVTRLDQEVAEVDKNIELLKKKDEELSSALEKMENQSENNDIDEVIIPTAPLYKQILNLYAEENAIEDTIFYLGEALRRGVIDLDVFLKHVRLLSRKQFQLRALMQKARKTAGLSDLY
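Compounds were pin-transferred onto Tsg101 binding domain (10 uM final) in HEPES pH 7.5 buffer, then FITC-PTAP peptide was added at 50 nM final. After 20 min at RT, polarization reported peptide displacement across a qHTS concentration series.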
B2AR arrestin – agonists driving beta-arrestin recruitment to human beta2-adrenergic receptor | 0.02% of 330,000 active | AID 492947 | beta-arrestin recruitment to beta2AR, cell-based reporter | P07550 | Potency, µM (top dose mostly 46.1 µM), without a hit: at the highest dose activation, actives largely listed as activators;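 note: potency is the fitted concentration of half-maximal effect; 0% = DMSO controls and full agonism = EC100 isoproterenol or metaproterenol; nearly all actives have a fitted effect of over 65% in size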
Target sequence (P07550 whole entry, looked up): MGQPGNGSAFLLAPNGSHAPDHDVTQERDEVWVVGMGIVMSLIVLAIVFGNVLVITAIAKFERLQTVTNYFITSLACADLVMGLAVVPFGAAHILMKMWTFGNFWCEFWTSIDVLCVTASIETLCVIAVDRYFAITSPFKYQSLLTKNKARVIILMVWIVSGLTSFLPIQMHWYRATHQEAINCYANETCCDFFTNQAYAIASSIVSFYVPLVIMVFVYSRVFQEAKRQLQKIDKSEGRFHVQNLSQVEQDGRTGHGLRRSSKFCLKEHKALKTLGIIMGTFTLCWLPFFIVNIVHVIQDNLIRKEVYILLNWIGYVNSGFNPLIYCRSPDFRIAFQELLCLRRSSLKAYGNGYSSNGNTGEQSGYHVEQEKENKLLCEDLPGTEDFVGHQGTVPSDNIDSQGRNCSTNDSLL
A-T KAP1 phos – potential ataxia-telangiectasia treatments restoring KAP-1 phosphorylation | AID 485349 | […] A-T fibroblasts, KAP-1 phosphorylation AlphaLISA; neocarzinostatin DNA damage 30 min before lysis | Potency, µM (doses to about 57.5 µM), inactives show at the highest dose activation, usual class: activators | 0.19% of 320,000 active; note: potency is the fitted concentration of half-maximal effect; % of control where 0% means no effect; nearly all actives have a fitted effect of over 45% in size
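hTERT-immortalized A-T patient fibroblasts ([…]), 500 cells/well in OPTI-MEM, 1% FBS, got compounds for 60 min, then NCS for 30 min at 37C. Lysates were then assayed for phospho-KAP-1 by AlphaLISA (anti-pKAP1 donor, anti-KAP1 acceptor beads), 6 hr at 25C.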
BRCA1 expr up – activators of BRCA1 expression. Potency, µM (series often up to 46.1 µM), for the others: top-dose activation, hits mostly activators. 1.1% of 380,000 active. MCF7-BRCA1-FFLuc reporter, luminescence, 48 h; response scale: scaled: vehicle 0%, 10 µM genistein 100%; note: potency is the fitted concentration of half-maximal effect; nearly all actives have a fitted effect of over 80% in size; some results filed as inactive show a strong effect at the top dose
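Compounds are tested at multiple concentrations on MCF7 BRCA1-luciferase reporter cells seeded at 2000 per well; after 48 h, a single luminescence end-point is taken and curves fitted to the normalized data.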
CXXC DNA block – blocks binding of human MLL CXXC domain to DNA | 0.037% of 290,000 active | Potency, µM (series often up to 115 µM), for the others: at the highest dose activity change, negative = inhibition, usual class: inhibitors | MLL-CXXC / FITC-HOXA9 DNA fluorescence polarization | Q03164; active = well fitted inhibition curve with a large enough effect in the polarisation, with a control signal flat, not every such curve was filed as active; inconclusive = small, poorly fitted or top-dose-only effect, or effect the other way, or a change in a side signal; inactive = no such curve, though single readings can be large or run the other way; the % refers to the polarisation; note: potency is the fitted concentration of half-maximal effect
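Fluorescence polarization: 7 uM MLL-CXXC (stock) preincubated 5 min with compounds, then 50 nM fluorescein-HOX-A9 DNA (stock) added; 30 min ambient. Buffer 50 mM Tris-HCl pH 7.5, 50 mM NaCl, 1 mM DTT, 0.05% BSA.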
Integrin act MD – activators of alpha7 integrin expression for muscular dystrophy. alpha7betagal myoblasts, beta-gal FDG fluorescence, 48 h. Potency, µM (highest dose often 38.3 µM), without a hit: top-dose activation, actives largely listed as activators. 0.064% of 350,000 active;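 note: potency is the fitted concentration of half-maximal effect; 100% = response of the positive control SU9516; nearly all actives have a fitted effect of over 60% in size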
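Alpha7betagal+/- myoblasts (passage 13) were plated 16-24 hr, then exposed to compounds (1:260 dilution of DMSO stock) for 48 hours at 37C. After MPER lysis, β-galactosidase reporter activity was read as FDG fluorescence (ex 480/em 540) after 30 minutes.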
Starred values were filed as active, the others as inactive; ? = inconclusive; · = no result given; & = joins results of further samples; [ ] = dose if it differs, or a comment. Unless noted, calls come from the whole dose curve; as a rule, active = well fitted curve in the direction sought with a large enough effect; inconclusive = small, poorly fitted or top-dose-only effect, or another doubt; inactive = no such curve, though single readings can be large; an effect the other way counts as inactive or inconclusive.

Under each structure: p53 reactivation | B2AR arrestin | PTAP TSG101 blk | Integrin act MD | TCR act | A-T KAP1 phos | BRCA1 expr up | ELG1 DNA repair | CXXC DNA block | TRPV1 agonist
CCOC(=O)Nc1ccc2c(c1)N(C(=O)N1CCN(C)CC1)c1ccccc1S2
    -9% | 0.1% | -5% | -22% | 5% | 5% | -32% | 10% | -2% | 7
O=C(N/N=C/c1cc(Br)ccc1OC(=O)c1ccc(Br)cc1)c1ccncc1
    15% | 4.3% | -3% | -33% | 4% | 7% | -77% | 4.1µM* | ? | 21
NNC(=O)c1ccc(COCC(F)(F)F)cc1
    -3% | -0.3% | 1% | 29% | 2% | -5% | 1% | 18% | 0% | ·
O=C1CC(=O)N(CCNc2ncc(C(F)(F)F)cc2Cl)C(=O)N1
    -2% | 0.0% | -5% | 36% | 0% | -3% | 0% | 0% | -6% | 2
NC1=NC2(CCCC2)N=C(Nc2ccccc2)N1
    7% | 0.1% | -5% | 6% | 3% | 4% | -21% | -11% | 0% | -2
COC(=O)c1ccc(/C=C/c2ccc3cccc(OC(C)=O)c3n2)cc1
    ? | 1.0% | -2% | -28% | 0%[46.1 µM] | 15% | ? | ? | -10% | 3
CCC(=O)Nc1ccc(-c2ccc(N3CCC(C)CC3)nn2)cc1
    ? | 0.4% | 2% | 25% | -3% | 9% | ? | ? | -2% | -4
CCOc1ncccc1C(=O)OCC(=O)Nc1ccc(C)c(S(=O)(=O)N(C)C)c1
    -2% | -1.0% | -5% | -17% | 5% | 5% | 29% | -4% | 13% | -1
Cc1c(NC(=O)C(C)N2C(=O)NC3(CCC(C)CC3)C2=O)c(=O)n(-c2ccccc2)n1C (stereo not given)
    -2% | 0.2% | -1% | 25% | 11% | 8% | -1% | -2% | 4% | 1
C/C(CC(=O)Nc1cccc(C(F)(F)F)c1)=N/NC(=O)C(=O)NCCO
    -2% | -0.4% | 1% | -17% | 13% | 1% | -4% | 1% | -5% | 7
Cc1ccc(-c2nnc(-n3nc(C)cc3C)c3ccccc23)cc1
    -23% | -0.2% | -2% | -11% | 0%[46.1 µM] | 9% | 21% | 0% | 18% | 19
O=C(CSc1ccc(S(=O)(=O)N2CCCCC2)cn1)Nc1ccccc1Br
    3% | 0.1% | 0% | -40% | 5% | 8% | -28% | -22% | · | 26
O=C(CC1SCCNC1=O)Nc1cccc(C(F)(F)F)c1 (stereo not given)
    -2% | -0.1% | 11% | 8% | -39% | -1% | 52% | ? | 2% | 3
COc1ccccc1CNC(=O)CC1Sc2ccccc2NC1=O (stereo not given)
    2% | -0.4% | 0% | ? | 7% | 3% | -1% | -4% | -2% | 0
C=C(C)C(=O)Nc1cccc(C2=NOC3(C2)C[C@@H](C(N)=O)N(C(=O)C2(C)CC2)C3)c1 (stereo not given in full)
    0% | -0.6% | -5% | 11% | 2% | -16% | -3% | 2% | -5% | -1
Cc1ccc(N(Cc2ccccc2)C(=O)c2cccc(F)c2)cc1
    2% | -0.2% | -1% | -37% | 4% | 7% | 35% | 1% | 2% | 0
Cc1cccc(OCc2n[nH]c(=S)o2)c1
    -10% | 0.0% | -2% | -7% | 1% | 6% | -1% | 5% | 1% | 0
CCN(CC)c1c([N+](=O)[O-])c(=O)sc2ccccc12
    0% | 1.3% | -2% | -4% | -8%[46.1 µM] | -3% | 19% | -2% | 1% | 7
Cc1ccc(C(=O)NCC(c2cccs2)N(C)C)cc1S(=O)(=O)N1CCOCC1 (stereo not given)
    ? | -0.1% | -6% | 4% | -3% | 5% | 14% | ? | · | 10
Cc1noc(/C=C/N(C)C)c1S(=O)(=O)N1CCCC(C(=O)NC2CCCCC2C)C1 (stereo not given)
    2% | 0.1% | -7% | -48% | 2% | 35% | -15% | -23% | -3% | 0
CCOC(=O)C1CCCN(c2c(N3CCN(C)CC3)c(=O)c2=O)C1 (stereo not given)
    2% | -0.4% | 0% | -23% | -1% | -15% | 5% | 1% | 13% | 1
COc1ccccc1CN1CCN(C(=O)c2cccc3ccccc23)CC1
    · | · | -2% | ? | -5% | · | -16% | · | · | ·
Cc1cccc(NC(=O)CNC(=O)COc2cccnc2[N+](=O)[O-])c1C
    -5% | -1.0% | -2% | -11% | 0% | 2% | 1% | 3% | · | -1
N#Cc1ccc(OCC(=O)NC(=O)NC2CCS(=O)(=O)C2)cc1 (stereo not given)
    -12% | -0.1% | -1% | ? | -3% | 9% | -15% | 10% | · | 0
CC(C)CC(c1nnnn1C(C)(C)C)N1CCN(C2CCCC2)CC1 (stereo not given)
    -4% | -0.5% | -2% | -24% | 1% | -5% | -9% | 13% | -8% | 7
N=C1SCC(=O)N1c1ccc(Cl)cc1
    -3% | -3.6% | -6% | 20% | -2% | -2% | 2% | 4% | -13% | -4
C1=Cc2ccccc2Nc2ccccc21
    4% | 2.5% | -2% | ? | -4% | -5% | -4% | -6% | -3% | 2
CCOc1ccc(S(=O)(=O)N2CCC(C(=O)OCc3cccc(OC)c3OC)CC2)cc1
    -3% | 0.7% | 0% | -2% | 5% | -4% | -6% | -3% | · | 16
CC(=O)N(Cc1ccco1)c1nc(C(=O)Nc2ccc(Cl)cc2)c(C)s1
    ? | 1.4% | 1% | -18% | -2%[46.1 µM] | -3% | 4% | 7% | 4% | ?
O=C(Nc1cccc2ncccc12)c1cccc(F)c1
    -1% | -0.1% | -18% | 8%[7.66 µM] | · | -4% | 0% | 0% | 4% | 5
O=C(NC1CCCC1)C(c1ccncc1)N(Cc1ccccc1)C(=O)c1ccc(-c2ccccc2)[nH]1 (stereo not given)
    -1% | 8.2% | -2% | -46%[inhibitor] | 6%[46.1 µM] | -4% | -56% | -20% | -8% | 24
CCCCCCC(c1c(C)n(C)n(-c2ccccc2)c1=O)c1c(C)n(C)n(-c2ccccc2)c1=O
    -17% | -1.0% | -2% | -2% | -1%[46.1 µM] | 0% | -6% | ? | -9% | 11
CCOc1ccc(OCCC(=O)OCC(=O)NCCc2ccc(S(N)(=O)=O)cc2)cc1
    7% | 0.0% | -3% | ? | 1% | -9% | 9% | 17% | · | -5
COc1ccc(OC)c(-c2csc(NC(=O)Cc3ccc(F)cc3)n2)c1
    17% | -0.4% | 1% | -17% | 7% | 1% | -32% | -20% | 30%[activator] | -1
CCCC(=NCC(=O)O)C1=C(O)C(C(=O)OC)C(C)(C)CC1=O (stereo not given)
    -13% | -0.4% | 0% | 22% | -1% | -1% | 50% | -6% | 9% | -1
CC(=O)Nc1ccc(-n2nnnc2SCC(=O)N2CCN(C(=O)c3ccco3)CC2)cc1
    -2% | 0.2% | -1% | 0% | 16% | -7% | 3% | 9% | 15% | -2
COc1cc(N(C(=O)Cc2cccs2)C(C(=O)NC2CCCCC2)c2cccc(OC)c2OC)ccc1-n1cnnn1 (stereo not given)
    -2% | -3.2% | 2% | 13% | 3%[46.1 µM] | -1% | -45% | 28% | 13% | 1
COCCn1c(C)nnc1SCC(=O)NNC(=O)c1ccc(Cl)cc1
    3% | -0.5% | -12% | 21% | 4% | -6% | -1% | 9% | -2% | 4
Cc1ccc(S(=O)(=O)n2nc(OC(=O)c3ccco3)cc2N)cc1
    · | · | -8% | -3% | -4% | · | -9% | · | · | ·
Cn1c(NC(=O)c2ccco2)c(-c2ccccc2)c(=O)c2ccccc21
    0% | -0.8% | -7% | -13% | -2% | ? | -1% | 4% | 5% | 4
Cc1nc2ccn(Cc3ccccc3)c(=O)c2cc1C(=O)N1CCN(c2ccc(F)cc2)CC1
    -9% | 0.1% | -6% | ? | 3% | 3% | 6%&-20% | 6.5µM* | -6% | 0
O=C(CSc1nc2ccccc2c(=O)n1CC1CCCO1)Nc1ccccc1Cl (stereo not given)
    -7% | 0.2% | -7% | -61%[inhibitor] | -9% | 5% | -26% | -1% | 0% | 16
CN(C)c1ccc(C(=S)N2CCN(C(=S)Nc3ccccc3)CC2)cc1
    3% | -0.4% | -4% | ? | · | -2% | 3% | 3% | 8% | 0
N#CCSc1ccccc1NC(=O)CN1C(=O)C(=O)N(Cc2ccccc2)C1=O
    -1% | 0.3% | -3% | -29% | -40% | 1% | -6% | ? | · | ·
CCC(C)Sc1nnc(CNS(=O)(=O)c2ccc(F)cc2)n1C (stereo not given)
    14% | -0.6% | 0% | -13% | 0% | 8% | 13% | -2% | 12% | 3
COC(=O)CN(c1ccccc1)S(=O)(=O)c1cc(Br)ccc1OC
    -3% | -0.9% | -8% | 0% | -36% | -3% | -2% | 5% | 6% | -3
O=C(CSc1ncn[nH]1)Nc1ccc([N+](=O)[O-])cc1Br
    17% | -0.2% | -3% | 8% | -2%[46.1 µM] | · | 35% | -1% | 9% | -3
O=C1C(c2ccc(F)cc2)N(Cc2ccc3c(c2)OCO3)C(=O)CN1C1CCCCC1 (stereo not given)
    -17% | 0.1% | -2% | 1% | 1% | 0% | 4% | -5% | -3% | 12
Cc1ccc(C)c(NC(=O)Nc2ccc3c(c2)OCO3)c1
    ? | 0.4% | -5% | 0% | -2% | 2% | 92% | ? | -9% | 0
